TTR transcr act – TTR transcription activators in neuroblastoma reporter cells, primary screen, cell-based, luminescence, SH-SY5Y, TTR promoter Gaussia luciferase | AID 1117267, 2014 | activation, % at 16.7 µM | actives 1.3% (n = 92,000) | 100% = recombinant luciferase protein wells;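 active = activation above the mean of all tested compounds plus 3 SD, cut at about 9.5% in these data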;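 also: cells exposed to compounds for one day before reading; 0% = median of all test compound wells on the plate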
* hit, by the source's call.

mol | TTR transcr act
CCN(Cc1ccccc1)S(=O)(=O)c1ccc(S(=O)(=O)N(Cc2ccccn2)Cc2ccco2)cc1 | -0.3
Cc1[nH][nH]c(=O)c1C(c1ccc(-c2ccc(Cl)cc2)o1)c1c(C)[nH][nH]c1=O | 0.2
O=[N+]([O-])c1ccccc1S(=O)(=O)N1CCSCC1 | 4.3
Cc1ccccc1NC(=S)NNc1ncc(C(F)(F)F)cc1Cl | -1.6
O=C1C(Cl)=C(O)C2(Cl)C(Cl)=C(Cl)C12Cl (stereo not drawn) | 2.6
COC(=O)c1coc(-c2ccc(C)cc2)c1C(=O)OC | -2.4
S=c1[nH]nc(-c2cc(-c3ccsc3)n[nH]2)n1-c1ccccc1 | -1.4
CCOC(=O)C1=C(C)NC(=O)NC1c1ccc(OC(=O)c2ccco2)c(OC)c1 (stereo not drawn) | -0.1
Cc1cc(NC(=O)c2ccno2)no1 | 0.2
COc1ccc2c3c([nH]c2c1)C(C)N(CCC(=O)NN)CC3 (stereo not drawn) | -0.2
Cc1nc2c3c4c(sc3n3c(SCC(=O)NCc5ccco5)nnc3n2n1)COC(C)(C)C4 | -1.2
O=C(NCc1ccccn1)c1ccc(OC2CCN(Cc3ccc(Cl)s3)CC2)cc1 | -2.7
COc1ccc(N2CCN(CCCNC(=O)Cn3c(=O)c4cccn4c4c(C)ccnc43)CC2)cc1 | 1.6
COc1ccc2c(c1)O/C(=C\c1ccco1)C2=O | -1.4
COc1ccccc1NC(=O)CN(C)S(=O)(=O)c1cccc2cccnc12 | 0.2
CC12CCC(C(=O)N(CC3CO3)C1=O)C2(C)C (stereo not drawn) | 3.4
Cc1ccc(NC(=O)NCc2ccccn2)c(C)c1 | -1.4
CCC(C(=O)OCC(=O)c1c(N)n(CC(C)C)c(=O)n(C)c1=O)c1ccccc1 (stereo not drawn) | -2.0
COc1ccc(C(c2nnnn2C2CCCC2)N2CCN(C3CCCC3)CC2)cc1OC (stereo not drawn) | -1.9
COC(=O)C(=O)/C=C(\O)c1ccc(C)cc1 | 2.3
O=C(CN1C(=O)c2cccc([N+](=O)[O-])c2C1=O)NNC(=O)c1ccc(F)cc1 | 1.2
COc1ccc(-c2csc(NC(CO)c3nc4ccccc4n3Cc3ccc(C)cc3)n2)cc1 (stereo not drawn) | 4.9
COc1ccc(C(=O)CC(C#N)c2ccc3c(c2)OCO3)cc1OC (stereo not drawn) | -0.9
Cc1cc(=O)n2[nH]c(N)c(N=Nc3ccccc3)c2n1 | -0.9
CN(c1ccc(OCC(=O)NC2CCCC2)cc1)S(=O)(=O)c1cccs1 | -1.4
O=C(CSc1nnc(-c2ccccc2F)o1)OCc1ccccc1 | -1.6
NS(=O)(=O)c1ccc(CCNC(=O)C2CCN(c3ncnc4c3nc3n4CCCCC3)CC2)cc1 | 1.4
Cc1nn(-c2cc(C(F)(F)F)ccn2)c(=O)o1 | 3.8
CCN1C[C@@H]2[C@@H]3C(=O)N(C)C(=O)[C@@H]3[C@](Cc3ccccc3)(C(=O)OC)N2C1=NCc1ccccc1 | -0.8
O=C(O)CN1C(=O)C2C3C=CC(C3)C2C1=O (stereo not drawn) | 2.0
Cc1cc(C(=O)NC(Cc2c[nH]c3ccccc23)C(=O)O)c(C)o1 (stereo not drawn) | 1.1
COC(=O)C(=O)Nc1nnc(COc2ccccc2)s1 | -1.6
CCOC(=O)CN1N=C(/C=C/c2ccccc2)CCC1=O | 4.1
OCCCNCc1ccc(-c2ccccc2)cc1 | 4.0
CCOC(=O)C(NC(=O)c1ccccc1)(Nc1nnc(C)s1)C(F)(F)F (stereo not drawn) | 1.0
CCCCN(C)CCC(=O)Nc1ccc(OC)cc1OC | 0.3

5 entries out of the list, sorted by count of non-hydrogen atoms, lowest first:
mol | TTR transcr act
Cc1nn(-c2cc(C(F)(F)F)ccn2)c(=O)o1 | 3.8
OCCCNCc1ccc(-c2ccccc2)cc1 | 4.0
COC(=O)C(=O)Nc1nnc(COc2ccccc2)s1 | -1.6
CCCCN(C)CCC(=O)Nc1ccc(OC)cc1OC | 0.3
CCOC(=O)C(NC(=O)c1ccccc1)(Nc1nnc(C)s1)C(F)(F)F (stereo not drawn) | 1.0

Going on with the list:
mol | TTR transcr act
Cc1ccc(CNc2nc(C)nc3sc4c(c23)CCC4)cc1 | 1.0
Cc1ccc(NC(=S)N2CCCN(Cc3ccc(F)cc3)C2)c(C)c1 | 2.4
O=C(CN1CCN(c2ccccc2F)CC1)Nc1ccccc1F | -2.3
CNC(=O)/C(C#N)=C1/SC(Cc2ccc(F)cc2)C(=O)N1c1ccccc1 (stereo not drawn) | 0.7
Cc1cc(C)cc(N(C(=O)c2csnn2)C(C(=O)NC2CCCC2)c2cccnc2)c1 (stereo not drawn) | 6.9
CC1=NN(c2ccccc2)C(=O)/C1=C\c1sccc1C | 0.1
CCN(CC)c1ccc(C(=O)N/N=C/c2ccc(N3CCOCC3)cc2)cc1 | -0.8
CCC(=O)Nc1nnc(SCC(=O)Nc2ccc(F)cc2)s1 | 2.0
CC(C)(C)S(=O)N1Cc2cc(C(=O)NCc3ccc4c(c3)OCO4)nc(-c3cccc(-c4ccncc4)c3)c2[C@H]1CCO (stereo partly drawn) | -0.8
COc1cc([N+](=O)[O-])ccc1NC(=O)Nc1ccc2c(c1)OCCO2 | 1.3
CCCc1nc2ccccc2c(C(=O)OCC(=O)c2ccc3c(c2)NC(=O)CO3)c1CC | 1.2
CNCCNC[C@H](Cc1cccc2ccccc12)NCCc1ccccc1 | 3.4
CC(c1ccccc1)N(CC(=O)NC1CCCCC1)S(=O)(=O)c1cccc(C(F)(F)F)c1 (stereo not drawn) | -0.9
Cc1ccc(C(=O)OC(C)C(=O)NC2CCCCC2)cc1S(=O)(=O)N1CCCCC1 (stereo not drawn) | -1.3
O=C(Nc1ccc(F)cc1F)c1cc2nc3c(c(C(F)(F)F)n2n1)CCCC3 | -0.1
CCN1CCN(c2ncnc3c2cnn3-c2ccccc2)CC1 | -2.2
O=C(NNC(=S)Nc1ccc(Cl)cc1Cl)c1ccncc1 | -2.9
CC(C)COCC(O)CC(Cc1ccccc1)C(=O)NN (stereo not drawn) | -0.2
CC1CC(C)(C)CC2(C1)NC(=O)N(CC(=O)Nc1c(F)cccc1F)C2=O (stereo not drawn) | 1.1
COc1cccc(/C=N/NC(=O)CNC(=O)c2cccs2)c1O | 3.4
COc1cccc(CN(C)CC(=O)Nc2c(C)cccc2C(C)C)c1 | -0.9
COc1ccc(C(=O)Nc2nc(-c3ccc([N+](=O)[O-])cc3)c(-c3ccccc3)s2)cc1 | 4.9
CCCCNc1ncnc2c1cnn2-c1ccc(Cl)cc1 | -2.1
Oc1cccnc1CN1CCOCC1 | 2.4

New compounds follow
structure	TTR transcr act
COC(=O)C(C)Sc1nc2c(c(=O)n1-c1ccccc1)SCC2 (stereo not drawn)	-1.8
O=C(Nc1ccc2nc(-c3cccs3)c(-c3cccs3)nc2c1)N1CCOCC1	-2.8
Cc1noc(C)c1C(=O)NNc1ccc(C(C)C)cc1	-1.6
Cc1ccc(OS(=O)(=O)c2c(C)nn(C)c2Cl)c(C)c1	-0.6
Cc1ccc(-n2ncc(C#N)c2N)cc1	5.3
COc1ccc(N(CC(=O)NCc2cccc(OC)c2)S(=O)(=O)c2c(C)noc2C)cc1	0.7
CCOC(=O)CSc1nc(N)c(C(=O)Nc2ccc(N(C)C)cc2)s1	-2.1
C[C@H](CO)N1C[C@H](C)[C@@H](CN(C)S(=O)(=O)c2cccs2)Oc2c(NC(=O)C3CCCCC3)cccc2C1=O	-0.8
Cc1oc(-c2ccccc2)cc1C(N)=O	-2.2
Cn1c(CCNS(=O)(=O)c2ccccc2)nnc1SCc1cccnc1	-0.5
COC(=O)c1cccc(NC(=O)c2cccc([N+](=O)[O-])c2)c1	-2.3
COc1cc(NC(=O)CSc2ncnc3scc(-c4ccccc4)c23)c(C(=O)O)cc1OC	3.9
Cc1cc(CSc2ccccc2)ccc1NC(=O)c1ccc(C)c([N+](=O)[O-])c1	-1.4
COc1ccc(C(=O)Nc2c(C(C)(C)C)nn(C)c2C(C)(C)C)cc1	2.6
COc1ccccc1-c1c(C)nn2c(N3CCN(Cc4ccccc4)CC3)cc(C)nc12	3.2
O=C1NC(Cc2c[nH]c3ccccc23)C(=O)N1Cc1cccc2ccccc12 (stereo not drawn)	-0.2
Cc1cccc(CN2CCN(c3nc4nonc4nc3NC3CC3)CC2=O)c1	6.8
Cc1nn(-c2ccccc2)c(Cl)c1/C=N/NC(=O)c1ccnn1C	-2.6
Cc1ccc(S(=O)(=O)Nc2ccc(C(OC(=O)c3ccccc3[N+](=O)[O-])(C(F)(F)F)C(F)(F)F)cc2)cc1	-0.5
COc1ccc(CNC(=O)COC(=O)C2CC2C)cc1OC (stereo not drawn)	5.4
CCOc1ccc(Nc2nc(Cl)nc(N3CCN(c4ccc(OC)cc4)CC3)n2)cc1	-2.9
Cn1nccc1NC(=O)CSCC(=O)O	4.4
Nc1ccc(Br)cc1C(=O)O	1.6
COc1ccc(C(=O)COC(=O)c2cc3ccccc3oc2=O)c(OC)c1	-0.2
Cc1ccc(S(=O)(=O)/N=C(\N)c2ccc(F)cc2)cc1	0.3
O=c1cc(-c2ccccc2)[nH]c2[nH]n(-c3ccccc3)c(=O)c12	-1.8
CC1CCN(S(=O)(=O)c2cccc(S(=O)(=O)N3CCOCC3)c2)CC1	0.3
Cc1ccc2[nH]c(=O)cc(C(=O)OCC(=O)c3ccc(F)cc3)c2c1	1.9
O=C(c1ccco1)N(Cc1cc2ccccc2[nH]c1=O)CC1CCCO1 (stereo not drawn)	2.0
Cc1ccc([C@H]2C[C@H](n3cc(COC(=O)c4ccccc4)nn3)[C@@H](O)CN2C(=O)c2cccs2)cc1	-2.3

Given as labelled records: entries from further up.
CC1CCN(S(=O)(=O)c2cccc(S(=O)(=O)N3CCOCC3)c2)CC1
  TTR transcr act: 0.3
Cc1ccc2[nH]c(=O)cc(C(=O)OCC(=O)c3ccc(F)cc3)c2c1
  TTR transcr act: 1.9

Next entries follow:
structure	TTR transcr act
CC12CCC(C(=O)Nc3cccc(Cl)c3)(C(Br)C1=O)C2(C)C (stereo not drawn)	5.1
CCCCOC(=O)Nc1ccc(S(=O)(=O)Nc2cc(C)nc(C)n2)cc1	2.8
CNC(=S)N1N=C(c2ccc(OC)cc2)CC1c1ccccc1Cl (stereo not drawn)	-0.5
COc1ccc(N2CCN(C3CCCN(Cc4ccc(F)cc4)C3)CC2)cc1 (stereo not drawn)	0.6
Fc1ccc(CN2CCN(c3ncnc4scc(-c5ccc(F)cc5)c34)CC2)cc1	-2.6
O=C(/C=C/c1ccccc1Cl)NCc1ccco1	-0.3
CCOC(=O)c1[nH]c(C)c(/C(O)=C2\C(=O)C(=O)N(CCN(C)C)C2c2ccco2)c1C (stereo not drawn)	2.3
COC(=O)CC1COc2ccccc2N1C(=O)c1cccc(Cl)c1 (stereo not drawn)	0.5
COCCNC(=O)C(c1ccc(F)cc1)N(Cc1ccco1)C(=O)CCC(=O)Nc1nccs1 (stereo not drawn)	-1.6
N#Cc1ccc(OCC(=O)NNC(=O)C2CCCCC2)cc1	-2.1
O=C1CCC(C(=O)N2CCSCC2)CN1Cc1ccc(Cl)cc1 (stereo not drawn)	1.2
O=C(Cn1c(=O)oc2ccccc21)NCc1ccco1	6.0
Cn1ccc(C(=O)N2CCCc3ccccc32)n1	-2.4
CCOc1cc(/C=N/NC(=O)c2ccc(NC(=O)C3CC3)cc2)ccc1O	-0.8
CC(CC(=O)Nc1cc([N+](=O)[O-])ccc1Cl)c1ccccc1 (stereo not drawn)	-1.2
CCOC(=O)c1ccc(CNC(=O)c2cc(COc3ccccc3SC)on2)o1	-1.3
CCCNc1ncccc1C(N)=O	-1.0
CC(C)C[C@H]1CNC(=S)N1CC1CCCN1C[C@H](CC(C)C)N1C[C@H](Cc2ccc(O)cc2)N(CC2CCCCC2)C1=S (stereo partly drawn)	-1.9
O=C(COc1ccccc1Br)c1ccc(O)cc1O	4.1
O=C(CSc1ncn[nH]1)Nc1nc(-c2cccc([N+](=O)[O-])c2)cs1	-1.3
Cc1nnc(SCc2ccccc2)n(N)c1=O	1.2
CCOC(=O)NC(=O)c1cn(Nc2ccccc2)c(=O)[nH]c1=O	1.9
CC1CC(O)C(C)CN1 (stereo not drawn)	3.4
CC1(c2ccc(NC(=O)c3ccccc3F)cc2)CC1(Cl)Cl (stereo not drawn)	0.4
CCC1C=C(c2ccccc2)C=CN=C1N(CC)CC (stereo not drawn)	0.0
COc1cc(/C=N/NC(=S)Nc2cccc(C(=O)O)c2)ccc1O	-0.2
COc1cccc(NC(=O)COC(=O)c2c(-c3ccccc3)noc2C)c1	3.7
CCNC(=S)N1CCN(S(=O)(=O)c2ccc(C)c(C)c2)CC1	7.5
Cc1cc(C)c(S(C)(=O)=O)c(Oc2ccccc2C)n1	-6.6
COc1cccc(C(=O)OCC(=O)N2CCc3ccccc3C2)c1	-1.4
Cc1cccc(COC[C@H](Cc2ccccc2)N2CCN(C(=O)c3cc(Cl)cc(Cl)c3)CCC2=O)c1	-2.7
Oc1cccc(Nc2nc(O)c(/C=C3\C=Nc4ccccc43)s2)c1	-1.2
CC(OC(=O)C1=Cc2ccccc2OC1)C(=O)NC1CCCC1 (stereo not drawn)	-1.5
Cc1cccc(-n2c(SCc3ccc([N+](=O)[O-])cc3)nnc2-c2c[nH]c3ccccc23)c1	3.7
CCSc1ncc(Cl)c(C(=O)Nc2cc(C)ccc2C)n1	3.3
COC(=O)c1ccc(C(=O)NCCCCO)cc1	3.1

Structural class: those above with a tert-butyl group.
structure	TTR transcr act
CC(C)(C)S(=O)N1Cc2cc(C(=O)NCc3ccc4c(c3)OCO4)nc(-c3cccc(-c4ccncc4)c3)c2[C@H]1CCO (stereo partly drawn)	-0.8
COc1ccc(C(=O)Nc2c(C(C)(C)C)nn(C)c2C(C)(C)C)cc1	2.6

Compound activity from PubChem BioAssay.

This is a subset, so the mix of outcomes need not match the whole.
